aSyn 5UTR inh: MLPCN primary screen, SNCA 5' untranslated region; alpha-synuclein 5'UTR reporter, inhibitor activity; inhibition, % (tested at 7.5 µM); AID 1813, 2009; hit rate 0.82% among 300,000; in the data active = inhibition above about 60%; inconclusive = no clear call, values can overlap the other calls;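 also: H4 neuroglioblastoma cells stably carrying SNCA 5'UTR luciferase fusion; 0% = DMSO wells and 100% = positive control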
HSF1 inh: HSF1 inhibitors in luciferase reporter cells, primary screen, cell-based, NIH3T3, luminescence; NIH3T3-HGL HSE-luciferase, MG132-induced, luminescence 8 h; hits give low values; activity change, negative = inhibition, % at 7.5 µM (by protocol); hit rate 0.77% among 300,000; AID 2098, 2009;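 active = more than half of replicate wells show activity change below -50%, luminescence cut by over half; inconclusive = some wells, but at most half, below -50%; inactive = no replicate well below -50%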;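 also: luciferase reports HSF-1 transcriptional activity via heat shock element; 0% = median of DMSO wells and -100% = zero luminescence signal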
Platelet DG rel: inhibitors of platelet dense granule secretion, primary screen, cell-based, MLPCN, human platelets. hit rate 0.22% among 300,000. inhibition, %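 (compounds screened at 7.5 µM in platelet-rich plasma)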. human platelet-rich plasma, SFLLRN dense granule ATP release, luminescence;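 active = mean replicate score, as percent of positive control, at or above 50; inconclusive = mean below 50 but at least one replicate at or above 50; inactive = mean and every replicate below 50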
KLF5 inh: KLF5 expression inhibitors, primary screen, DLD-1 cells, luminescence | inhibition, % at 5 µM | DLD-1 KLF5 promoter-luciferase reporter | hit rate 0.23% among 290,000;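 active = inhibition above a per-plate limit of that plate's mean compound inhibition plus 3 SD, cut at about 60% in these data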;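 also: 0% = DMSO wells and 100% = LY294002 at 200 µM; higher means less KLF5 promoter-driven luciferase light; inactives centre near -14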
GSK3 alpha inh: blockers of GSK3A enzyme activity – biochemical, luminescence, cell-free homogeneous, HTS, primary screen; inhibition, % at 10 µM; hit rate 0.1% among 320,000; Glycogen synthase kinase-3 alpha (Homo sapiens), P49840; GSK-3 alpha kinase, ADP-Glo luminescence, 60 min;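 in the data active = inhibition above about 50%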;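 also: GST-tagged GSK-3 alpha with peptide substrate and 25 µM ATP; 0% = DMSO neutral wells and 100% = GW8510 positive control wells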
Target sequence (P49840 whole entry, looked up): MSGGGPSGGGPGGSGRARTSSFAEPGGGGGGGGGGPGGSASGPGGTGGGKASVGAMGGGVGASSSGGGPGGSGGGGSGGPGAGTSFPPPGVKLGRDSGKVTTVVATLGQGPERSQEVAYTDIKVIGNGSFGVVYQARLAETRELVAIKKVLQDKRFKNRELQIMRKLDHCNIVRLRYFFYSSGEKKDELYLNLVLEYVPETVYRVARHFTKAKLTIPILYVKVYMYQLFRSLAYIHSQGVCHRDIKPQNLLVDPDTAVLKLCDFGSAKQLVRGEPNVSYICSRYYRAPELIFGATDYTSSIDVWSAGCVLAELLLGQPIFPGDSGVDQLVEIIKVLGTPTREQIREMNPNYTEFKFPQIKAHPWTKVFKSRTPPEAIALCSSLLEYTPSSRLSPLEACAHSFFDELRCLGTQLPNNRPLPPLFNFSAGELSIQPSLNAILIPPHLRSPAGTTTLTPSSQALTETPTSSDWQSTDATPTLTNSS
HSP90 inh: HSP90 inhibitors, primary screen, cell lysate, luminescence. Rabbit reticulocyte lysate, luciferase refolding luminescence, 3 h. hit rate 0.91% among 290,000. Heat shock protein HSP 90 (rabbit reticulocyte lysate; luciferase refolding). inhibition, % at 5.6 µM;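 active = inhibition above the screen-wide mean plus 3 SD, computed separately per campaign, cut at about 16% in these data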;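 also: 0% = DMSO wells and 100% = 60 µM geldanamycin wells; inhibitors lower the luminescence because luciferase stays unfolded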
GSK3beta inhib: human GSK3beta kinase inhibitors, primary screen, biochemical, cell-free homogeneous, HTS | Glycogen synthase kinase-3 beta (Homo sapiens), P49841 | GST-GSK3beta kinase, ADP-Glo luminescence, 60 min; hits give low values | activity score (negative = inhibition), % at 10 µM | hit rate 0.038% among 300,000 | AID 2097, 2009;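 active = more than half of replicate wells score below -50%, meaning over 50% inhibition versus plate controls; inconclusive = some replicates but at most half score below -50%; inactive = no replicate scores below -50%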;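 also: 0% = median DMSO wells and -100% = median GW8510 positive control wells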
Target sequence (P49841 whole entry, looked up): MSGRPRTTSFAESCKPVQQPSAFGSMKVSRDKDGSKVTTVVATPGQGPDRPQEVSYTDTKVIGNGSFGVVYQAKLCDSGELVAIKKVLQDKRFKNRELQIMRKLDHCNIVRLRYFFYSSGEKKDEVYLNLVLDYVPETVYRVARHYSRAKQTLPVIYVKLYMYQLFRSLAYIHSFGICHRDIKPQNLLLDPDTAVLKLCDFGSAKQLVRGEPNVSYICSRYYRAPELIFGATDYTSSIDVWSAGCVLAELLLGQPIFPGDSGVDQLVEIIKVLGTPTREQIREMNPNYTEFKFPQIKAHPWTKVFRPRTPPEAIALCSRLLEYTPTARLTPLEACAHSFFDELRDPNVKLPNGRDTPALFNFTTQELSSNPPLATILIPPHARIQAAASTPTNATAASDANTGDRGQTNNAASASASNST
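Assay system: GST-tagged human GSK3beta kinase, cell-free; Input: 1.6 ng GSK3beta; Medium: Tris/MgCl2 kinase buffer; Timing: 60 min enzyme reaction, room temperature; Signal: ADP-Glo luminescence quantifying ADP generated by kinase; Evaluation: score relative to plate controls; Benchmarks: DMSO neutral wells and GW8510 at 20 µM as positive.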
HSF1 activator: HSF-1 activators, primary screen, NIH3T3-HGL cells, MG132 stress, luminescence, single point; NIH3T3-HGL HSF-1 luciferase reporter, 8 h; 100% = twice DMSO control signal; activation, % at 9 µM; hit rate 1.7% among 300,000;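 active = mean replicate activation of at least 50% with a set share of replicates each reaching 50%; inconclusive = only one of those two conditions met; inactive = mean below 50% and too few replicates reaching it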;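 also: 0% = median of the neutral control wells and 100% = twice that signal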
DYRK1A inh: rat Dyrk1A kinase inhibitors, primary screen, biochemical, single point, plate reader; AID 504441, 2011; Dual specificity tyrosine-phosphorylation-regulated kinase 1A (Rattus norvegicus), Q63470; inhibition, % at 12.5 µM; ADP-Glo luminescence, NFATc1 peptide; hit rate 0.43% among 310,000; in the data active = inhibition above about 50%;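 also: plate controls were vehicle with enzyme for no effect and no enzyme for full effect; many of its hits are not listed in these tables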
IEC-6 tox: cytotoxicity in IEC-6 intestinal epithelial cells, primary screen, cytotoxicity control for KLF5 inhibitor project, cell-based, luminescence. inhibition, % at 5 µM. IEC-6 cytotoxicity, luminescence viability. hit rate 0.78% among 290,000; in the data active = inhibition above about 22%;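 also: 0% = plate median of test compound wells and 100% = cytotoxic reference compound wells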
Numbers without * were called inactive; ? = inconclusive; . = no result given.

SMILES	aSyn 5UTR inh	HSF1 inh	Platelet DG rel	KLF5 inh	GSK3 alpha inh	HSP90 inh	GSK3beta inhib	HSF1 activator	DYRK1A inh	IEC-6 tox
Cc1ccc(S(=O)(=O)c2c(COC(=O)c3ccccc3Cl)c(-c3ccccc3)nn2C)cc1	21	-9	-6	-23	7	-6	-16	4	7	-9
Cc1ccc2cc(/C=C(\C#N)C(N)=O)c(N3CCCCC3)nc2c1	-18	-5	0	9	3	-1	-4	-15	-2	-1
Nc1nc(-c2ccc(Cl)cc2)nnc1-c1ccc(Br)cc1	-178	9	7	-54	-1	-2	-2	44	10	-3
CCOC(=O)N1CCC(NC(=O)CS(=O)(=O)Cc2nc(-c3ccc(OC)cc3)oc2C)CC1	-7	-9	-1	4	-1	1	2	-6	.	-2
Cc1cccc(C(=O)N[C@H](C(=O)Nc2cccc(S(=O)(=O)N3CCCC3)c2)C(C)C)c1	8	-2	1	6	-2	3	-4	-7	3	1
CCOc1ccccc1N1CCN(C(=O)c2cc(-c3cc(OC)ccc3OC)nc3ccccc23)CC1	1	-10	18	-1	-2	2	2	-11	-2	5
CCNc1c(NS(=O)(=O)c2ccc(F)c(Cl)c2)c(=O)oc2ccccc12	14	12	-7	12	-2	-5	0	28	1	0
Cn1ccnc1C1CCCCN1C(=O)c1cc(COc2ccc(F)cc2Cl)on1 (stereo unspecified)	0	-77*	-2	-10	1	-1	4	-82	0	2
COc1ccc(CCCc2nnc(SCC(=O)Nc3nccs3)n2C)cc1C	-13	6	0	8	2	4	-1	-3	9	8
CCSc1ccccc1C(=O)Nc1cc(OC)c(OC)c(OC)c1	10	-3	-10	-11	-1	1	2	-2	-4	-3
O=C(CNC(=O)c1ccc(Cl)cc1)NC1CCCCC1	-23	3	3	-23	0	2	4	2	-1	4
CNc1nc2cc([N+](=O)[O-])c([N+](=O)[O-])cc2nc1NC	9	8	-2	-32	-1	1	0	1	.	40*
COc1cc2nc(COc3ccc(C#N)cc3)n(CC#N)c(=O)c2cc1OC	24	14	-2	-21	8	1	-1	28	4	6
CCOC(=O)c1sc2ncn(C(CC)C(=O)OC)c(=O)c2c1C (stereo unspecified)	24	5	0	-8	-6	-1	-1	16	.	-4
C(#CC1CCCC1)c1ccc2c(c1)COc1c3ccccc3nn1-2	-146	1	3	.	8	.	2	3	-8	.
CN(CC(=O)Nc1ccccc1Cl)C(=O)c1cccc(S(=O)(=O)N2CCN(Cc3ccccc3)CC2)c1	1	3	-4	.	0	.	0	15	9	.
Cc1nnn(C23CC4CC(CC(CC(=O)Nc5cccc(F)c5)(C4)C2)C3)n1	10	3	-2	3	-1	3	5	-10	-2	-1
CCCCCn1ccc(=N)cc1	19	-3	3	-15	6	-2	1	-3	5	-5
O=C(CN1C(=O)C2CC=CCC2C1=O)Nc1nccs1 (stereo unspecified)	0	-7	16	.	3	.	-1	-4	1	.
Cc1ccc(OCc2nc(-c3ccc(-n4cccc4)cc3)no2)cc1C	-2	0	10	-2	0	1	1	-5	3	2
COc1ccc(Nc2cccc(Cl)c2)c(C(=O)O)c1	16	-14	3	-3	-6	3	8	2	0	-1
CC(=O)Nc1ccc(Nc2c3c4c(cccc4n(C)c2=O)C(=O)c2ccccc2-3)cc1	?	-4	8	-12	-1	-4	-2	-9	-1	-6
COCc1cc(C)n(CC(=O)Nc2c(C)cccc2C)c(=O)c1C#N	9	-7	-1	-41	-3	3	2	-4	-44	2
COc1ccc(CCn2c(C(C)C)nc3oc4ccccc4c(=O)c3c2=O)cc1	8	3	0	-4	6	5	0	22	-8	-5
COc1ccccc1/C=N/NC(=O)c1c(-c2ccccc2)noc1C	15	0	-1	-7	-2	2	-2	3	3	-1
O=C(c1cc(Cl)nc2ccccc12)N(Cc1nnc(-c2ccccc2Cl)o1)C1CC1	-9	-3	-5	13	-2	-1	-1	-8	4	3
COc1cc2cc(C(c3nnnn3C(C)(C)C)N3CCc4ccccc4C3)c(=O)[nH]c2cc1OC (stereo unspecified)	11	11	8	-20	2	2	-3	22	-3	-2
CCOC(=O)c1ccc(NC(=O)CSc2n[nH]c(-c3ccncc3)n2)cc1	-12	-5	2	-13	0	2	-5	11	-6	-3
COCCNCC(=O)N1c2ccccc2Sc2ccccc21	11	-7	-1	-43	1	0	-3	-20	-2	-1
CCOC(=O)N1CCN(CC(O)COCc2ccccc2)CC1 (stereo unspecified)	18	-10	.	-5	0	3	-1	-11	-4	1
C/C(=N\n1cnnc1)c1ccccc1	-11	-3	8	-47	0	1	-3	-2	-7	-5
COc1cccc(OC(C)c2ccnc3nc(/N=C/N(C)C)nn23)c1 (stereo unspecified)	18	-1	2	0	3	-6	4	-11	-6	-14
CCN(CC)C(C(=O)Nc1ccc2c(c1)OCO2)c1ccccc1 (stereo unspecified)	-17	2	4	-10	-4	0	-3	8	0	5
O=C(Nc1ccccc1C(=O)N/N=C/c1ccncc1)c1ccccc1	-140	4	?	-5	8	12	-5	-17	26	10
CC(=O)Nc1cc[n+](C(C)C(=O)c2ccc(Br)cc2)cc1 (stereo unspecified)	-17	0	-2	-4	1	5	-5	-10	.	1
O=C(O)CCCn1ccc2cc(S(=O)(=O)N3CCCC3)ccc21	35	1	3	4	-1	3	-1	12	3	7
Cc1ccc(C#N)c(SCc2ccccc2[N+](=O)[O-])n1	3	0	-1	-1	-1	5	2	-5	1	4
COc1ccc(C(=O)n2nc(C#N)c(C#N)c2N)cc1	-13	-10	14	-9	0	0	-3	14	.	-3
CCOc1ccc(CN(C)CC(=O)NNC(=O)c2ccc(Cl)cc2)cc1OC	-19	-3	-3	3	-1	-2	1	15	-3	-4
CCCCOC(=O)C1=C(C)Nc2nnnn2C1c1ccc(OC)c(OC)c1OC (stereo unspecified)	19	6	-3	2	2	2	-1	4	-2	0
CC(C)(C)Nc1c(-c2ccc(O)cc2)nc2ccc(Cl)cn12	-1	-10	0	-2	0	-2	-1	-5	11	-1
COc1ccc(OC)c(CN2CCN(C(=O)CCC(=O)c3cccs3)CC2)c1	5	1	4	.	-1	.	1	-16	-1	.
Cc1ccc(-c2nnc3ccc(SC(C)C(=O)O)nn23)cc1 (stereo unspecified)	13	2	-3	-9	38	-8	-26	9	47	-4
O=C(NC12CC3CC(CC(C3)C1)C2)c1ccc(S(=O)(=O)N2CCOCC2)cc1	6	-5	-15	-14	-3	6	-1	5	3	4
Cc1cccc(NC(=O)CC2S/C(=N/c3nccs3)N(C)C2=O)c1 (stereo unspecified)	1	3	9	-3	-4	4	-2	25	-4	9
Cc1ccc(S(=O)(=O)N2CCCC(C(=O)NCCc3ccccc3)C2)cc1 (stereo unspecified)	3	4	-6	-24	0	10	-2	-1	-9	-8
CCOC(=O)C1CCCN(S(=O)(=O)c2ccc(OC)cc2)C1 (stereo unspecified)	20	1	-2	-5	8	7	0	-9	-1	-2
CC(C)N(C(=O)CSc1nn2c(=O)c(C(C)(C)C)nnc2s1)c1ccccc1	-15	-2	-1	-5	13	3	0	13	1	-8
COc1ccc(C(=O)NC2CCSc3ccccc32)cc1F (stereo unspecified)	12	-1	4	-19	-2	2	.	-3	-6	-1
Nc1ccc2c(c1)COc1ccccc1O2	-133	-9	7	-76	4	0	2	-8	7	-1

(listing goes on)
SMILES	aSyn 5UTR inh	HSF1 inh	Platelet DG rel	KLF5 inh	GSK3 alpha inh	HSP90 inh	GSK3beta inhib	HSF1 activator	DYRK1A inh	IEC-6 tox
O=C1NC(=Nc2ccccc2)S/C1=C\C=C\c1ccco1	-39	1	-4	15	-1	4	-11	17	-7	-8
Cc1ccc(NP(=O)(c2ccc(N(C)C)cc2NC(=O)c2cccs2)N2CCOCC2)cc1Cl (stereo unspecified)	-30	15	-11	-33	-5	4	1	19	2	2
Cc1cc(C(=O)Nc2ccccc2C(=O)O)c(C)o1	-13	-2	22	-8	-4	-2	3	-8	10	2
S=C(Nc1cccc(Cl)c1)N1CCN(Cc2ccccc2)CC1	-46	2	-4	-24	-1	0	5	5	-4	-3
O=S(=O)(NC1CCCCC1N1CCOCC1)c1ccc(Cl)cc1 (stereo unspecified)	-4	3	8	-11	-3	5	-6	-9	4	-2
O=C(NCc1cccs1)c1ccc2c(c1)ncn2C1CCCC1	22	7	8	-34	-2	-6	2	10	16	-2
CCOc1ccc(-c2nnn(CC#N)n2)cc1OC	22	1	5	-20	-1	-3	-1	11	0	0
Cn1cccc1C(=O)NC(=O)COC(=O)Cc1coc2ccc3ccccc3c12	-18	-4	9	-5	-11	2	3	-4	-1	-6
O=C(Cn1cc(C(F)(F)F)cc(Cl)c1=O)Nc1ccc(N2CCOCC2)cc1	-1	2	-7	-21	-1	5	1	-7	-3	-7
CC1(C)CC(=O)C(N=Nc2c(Cl)cc(Cl)cc2Cl)=C(O)C1	-4	0	-9	-9	0	-3	2	8	-3	-6
CCOc1ccc(NS(=O)(=O)c2coc(C(N)=O)c2)cc1	-2	-9	-4	6	1	-2	0	5	-14	-1
FC(F)(F)c1ccccc1NC(=S)Nc1cccc(Cl)c1	-9	16	-5	-41	0	4	0	27	2	-5
NS(=O)(=O)c1ccc(N2C(=O)C3C4CC(C(Br)C4Br)C3C2=O)cc1 (stereo unspecified)	.	.	.	-27	.	1	.	.	1	-1
CC(C)N(Cc1ccccc1)C(=O)CCS(=O)(=O)c1ccc2c(c1)oc(=O)n2C	9	7	-3	-26	5	-4	1	6	.	-4
O=C1C2C3C=CC(C3=C(c3ccccc3)c3ccccc3)C2C(=O)N1Cc1ccccc1 (stereo unspecified)	-15	6	-3	-29	0	7	0	18	-7	4
CCCCN(CC)CCNc1c(N2CCN(C(=O)OCC)CC2)c(=O)c1=O	13	0	-1	-9	1	3	5	-4	-3	-3
COc1cccc(Nc2nnc(SCc3nc4ccccc4s3)s2)c1	-208	31	-6	-23	-1	-5	-3	5	-7	7
CCc1nc2cc([N+](=O)[O-])c([N+](=O)[O-])cc2[nH]1	3	-7	0	-2	4	0	-1	-7	.	-3

Screening results deposited in PubChem BioAssay by several laboratories.

Some of the compounds tested. The share of hits here may be higher or lower than overall.
